Screening data deposited in PubChem by several laboratories.
GPR35 arrestin U2OS: GPR35 antagonists blocking zaprinast-driven arrestin recruitment, primary screen, imaging, U2OS, beta-arrestin-GFP, zaprinast agonist (AID 2058); one-dose inhibition, % at 10 µM; IC50 in µM for titrated hits; G-protein coupled receptor 35 (Homo sapiens); U2OS GPR35 beta-arrestin-GFP translocation imaging, zaprinast antagonism; higher % means a stronger effect; actives 0.052% (n = 290,000);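 active means inhibition of at least 50% with at least 30 cells and total cytoplasm GFP at most 10,000,000; inconclusive means under 30 cells or total GFP of 10,000,000 plus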
KOR beta-arrestin-1: KOR antagonists, beta-arrestin recruitment, cell-based, luminescence, uHTS (AID 1778). Kappa-type opioid receptor (Homo sapiens). KOR beta-arrestin recruitment, luminescence, antagonist mode; higher % means a stronger effect. inhibition, % at 10 µM; hits with a dose series show IC50 in µM. actives 0.091% (n = 290,000); in the data active means inhibition above about 50%; further: strong numbers were not always called active
GPR55 antagonists: GPR55 antagonists blocking LPI-driven arrestin recruitment, primary screen, imaging, U2OS, beta-arrestin-GFP, LPI agonist (AID 2013). G-protein coupled receptor 55 (Homo sapiens). U2OS GPR55 beta-arrestin-GFP translocation imaging, LPI antagonism; higher % means a stronger effect. one-dose inhibition, % at 10 µM; IC50 in µM for titrated hits. actives 0.13% (n = 290,000);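 active means spots per cell inhibited over 60%, with over 100 cells counted and total cytoplasm intensity under 500,000; inconclusive means wells with under 100 cells, flagged as likely toxic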;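 further: U2OS cells stably carrying GPR55 and arrestin-GFP stimulated by 5 µM LPI near EC80; imaged beta-arrestin-GFP aggregate spots per cell after agonist stimulation; plate controls were LPI-stimulated DMSO wells for no effect and DMSO wells without LPI for full effect; some results filed as inactive read as strong as hits; confirmed hits need IC50 under 10 µM and bright autofluorescent wells are also inconclusive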
West Nile antiviral: West Nile virus antiviral activity, cell-based, CPE readout (AID 1621). West Nile virus-infected cells, CPE inhibition; higher % means a stronger effect. CPE inhibition, % at 10 µM, or IC50 in µM where a hit was titrated. actives 0.02% (n = 290,000); in the data active means a potency from the dose series; inconclusive means CPE inhibition mostly from about 3.7% at the one dose, without a potency; inactive means the rest, 99 in 100 with CPE inhibition below about 2.2%; further: strong numbers were not always called active
T cell modulator: modulators of CD8 T cell-vesicle binding, primary screen, mouse 2C CD8+ T cells, flow cytometry; 2C CD8+ T cell-vesicle binding; hits give low values; calls only at 7 µM; actives 0.068% (n = 330,000);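 active means response, share of CD8 T cells binding vesicles, and their 90th percentile fluorescence all below set limits, cut at about 80% in these data, passing the limit was not always enough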
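Benchmarks: naked versus QL9-loaded vesicles / Assay system: purified 2C TCR transgenic mouse naive CD8+ T cells / Technique: high-throughput flow cytometry with anti-B7-1 and anti-CD8 staining / Timing: Cell–vesicle co-incubation 1.5 h at 37 °C, staining 20 min on ice / Read-out: percent CD8+ FL2 mean versus row control / Probe or stimulus: QL9-loaded Drosophila micro-vesicles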
KOR beta-arrestin-2: KOR agonists, beta-arrestin recruitment, primary screen, cell-based, luminescence, uHTS (AID 1777) | one-dose activation, % at 10 µM; EC50 in µM for titrated hits | Kappa-type opioid receptor (Homo sapiens) | KOR beta-arrestin recruitment, luminescence; higher % means a stronger effect | actives 0.02% (n = 280,000); in the data active means activation above about 50%, passing the limit was not always enough; further: a part of the inactive calls stands beside numbers as strong as those of hits
NTR1 ag: agonists of NTR1, primary screen, imaging, U2OS cells, beta-arrestin-GFP, high content (AID 493036) | Neurotensin receptor type 1 (Homo sapiens), P30989 | NTR1-U2OS beta-arrestin-GFP spot imaging, agonist mode | activation, % at 20 µM | actives 0.17% (n = 330,000);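 active means activation at or above 40% of the spot to cytoplasm intensity ratio, with at least 20 cells analyzed; inconclusive means wells under 20 cells, flagged as cytotoxic or low count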;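 further: 0% = DMSO without peptide and 100% = 100 nM NTR1 peptide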
Target sequence (P30989 whole entry, looked up): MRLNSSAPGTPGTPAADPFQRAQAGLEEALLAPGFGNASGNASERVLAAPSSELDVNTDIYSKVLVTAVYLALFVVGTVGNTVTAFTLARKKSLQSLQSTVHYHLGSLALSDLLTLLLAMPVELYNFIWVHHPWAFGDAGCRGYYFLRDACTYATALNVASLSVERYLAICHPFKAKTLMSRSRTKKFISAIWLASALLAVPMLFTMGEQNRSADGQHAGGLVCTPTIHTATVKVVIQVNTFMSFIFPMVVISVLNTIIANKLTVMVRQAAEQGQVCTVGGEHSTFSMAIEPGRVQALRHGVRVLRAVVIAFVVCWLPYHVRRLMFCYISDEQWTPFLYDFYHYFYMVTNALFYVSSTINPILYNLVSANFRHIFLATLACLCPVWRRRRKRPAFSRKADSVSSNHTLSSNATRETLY
PhoP inhibition: inhibitors of PhoP regulon expression, primary screen, Salmonella Typhimurium, GFP reporter (AID 1863) | S. Typhimurium PhoP-regulated promoter GFP reporter, 4 h; higher % means a stronger effect | inhibition, % at 50 µM, or IC50 in µM where a hit was titrated | actives 0.16% (n = 300,000);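 active means inhibition over 29.93%, a cutoff 3 SD above the screen mean, later confirmed by dose response; inconclusive means inhibition over 29.93% but no dose response follow-up; inactive means inhibition at most 29.93% or unconfirmed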;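 further: 0% = low Mg2+ inducing control and 100% = high Mg2+ repressing control; strong numbers were not always called active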
GPR55 beta-arrestin: GPR55 agonists via beta-arrestin recruitment, primary screen, imaging, U2OS cells, beta-arrestin-GFP redistribution (AID 1961). actives 0.048% (n = 290,000). G-protein coupled receptor 55 (Homo sapiens). U2OS GPR55 beta-arrestin-GFP redistribution imaging; higher % means a stronger effect. activation, % at 10 µM, or EC50 in µM where a hit was titrated;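 active means activation above 40% with more than 50 cells counted in the well; inconclusive means wells holding fewer than 50 cells, flagged as toxic or sparse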;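 further: U2OS osteosarcoma cells stably expressing GPR55 and beta-arrestin-GFP; plate controls were DMSO negative control for no effect and LPI positive control for full effect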
T cell modulator vesicle-bound %: recorded beside T cell modulator, whose call it bears; double positive events, %; measured here: CD8+ vesicle-bound cell fraction;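 binding gate set so that unloaded-vesicle control wells show 10% double positive cells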
NTR1 ag cell count 20 µM: second read-out of NTR1 ag, no call of its own (marks repeat the call); cell count; measured here: cell count, cytotoxicity flag
Active calls of the source: *; [ ] = another dose, or the depositor's remark.

For O=C(CNCc1cccs1)NC12CC3CC(CC(C3)C1)C2 the results were GPR35 arrestin U2OS 1%, KOR beta-arrestin-1 14%, GPR55 antagonists 3%, West Nile antiviral -0.6%, T cell modulator inactive, KOR beta-arrestin-2 -4.3%, NTR1 ag 1.5, PhoP inhibition -6%, GPR55 beta-arrestin -0.2%, T cell modulator vesicle-bound % 64 and NTR1 ag cell count 20 µM 48.
Screening CCC(c1nnnn1Cc1ccco1)N(Cc1cc2cc(OC)ccc2[nH]c1=O)C1CCCCC1 (stereo unspecified) returned GPR35 arrestin U2OS -17%, KOR beta-arrestin-1 8%, GPR55 antagonists -4%, West Nile antiviral 0.2%, T cell modulator inactive, KOR beta-arrestin-2 -4.6%, NTR1 ag 0.1, PhoP inhibition 0%, GPR55 beta-arrestin -0.1%, T cell modulator vesicle-bound % 6 and NTR1 ag cell count 20 µM 34.
For COc1ccc(S(=O)(=O)N2CCOCC2)cc1C(=O)Nc1ccc2c(c1)OCO2 the results were GPR35 arrestin U2OS -6%, KOR beta-arrestin-1 0%, GPR55 antagonists 26%, West Nile antiviral -0.1%, T cell modulator inactive, KOR beta-arrestin-2 3.2%, NTR1 ag 0.3, PhoP inhibition -4%, GPR55 beta-arrestin 0.2%, T cell modulator vesicle-bound % 14 and NTR1 ag cell count 20 µM 60.
CC(NC(=O)CNC(=O)C1O[C@@H]2OC(C)(C)O[C@@H]2[C@H]2OC(C)(C)O[C@@H]12)C(=O)O (stereo partly specified) was read as GPR35 arrestin U2OS -8%, KOR beta-arrestin-1 4%, GPR55 antagonists 2%, West Nile antiviral 0.1%, T cell modulator inactive, KOR beta-arrestin-2 9.3%, NTR1 ag -0.2, PhoP inhibition 1%, GPR55 beta-arrestin -0.4%, T cell modulator vesicle-bound % 60 and NTR1 ag cell count 20 µM 82.
For Cc1cc2c(=O)n(Cc3ccco3)c(SCC(=O)c3ccc(Cl)s3)nc2s1 the results were GPR35 arrestin U2OS -2%, KOR beta-arrestin-1 -25%, GPR55 antagonists 4%, West Nile antiviral inconclusive, T cell modulator inactive, KOR beta-arrestin-2 2.4%, NTR1 ag 2.9, PhoP inhibition -15%, GPR55 beta-arrestin 0.2%, T cell modulator vesicle-bound % 38 and NTR1 ag cell count 20 µM 53.
`Cc1ccc(C2C=NN(c3ccccc3)C2=O)cc1` (stereo unspecified) gave GPR35 arrestin U2OS 6%, KOR beta-arrestin-1 -13%[20 µM], GPR55 antagonists 3%, West Nile antiviral -1.0%, T cell modulator inactive, KOR beta-arrestin-2 7.5%, NTR1 ag -0.5, PhoP inhibition -11%, GPR55 beta-arrestin -0.1%, T cell modulator vesicle-bound % 22 and NTR1 ag cell count 20 µM 55.
Screening CCn1c2ccccc2c2cc(NC(=O)CSc3nnc(-c4cccc(Cl)c4)o3)ccc21 returned GPR35 arrestin U2OS -1%, KOR beta-arrestin-1 19%, GPR55 antagonists -5%, T cell modulator inactive, KOR beta-arrestin-2 -2.7%, NTR1 ag 2.1, PhoP inhibition 8%, GPR55 beta-arrestin -0.1%, T cell modulator vesicle-bound % 32 and NTR1 ag cell count 20 µM 30.
CCOc1ccc(NC(=S)N2CCC(NC(=O)c3ccccc3)CC2)cc1 was read as GPR35 arrestin U2OS -2%, KOR beta-arrestin-1 -22%, GPR55 antagonists 0%, West Nile antiviral -0.7%, T cell modulator inactive, KOR beta-arrestin-2 -0.7%, NTR1 ag -0.7, PhoP inhibition 8%, GPR55 beta-arrestin -0.3%, T cell modulator vesicle-bound % 38 and NTR1 ag cell count 20 µM 51.
Screening CC(=O)c1cccc(NC(=O)COC(=O)[C@@H](NC(=O)OCc2ccccc2)C(C)C)c1 returned GPR35 arrestin U2OS 13%, KOR beta-arrestin-1 13%, GPR55 antagonists 10%, West Nile antiviral 0.1%, T cell modulator inactive, KOR beta-arrestin-2 -1.1%, NTR1 ag -1.1, PhoP inhibition -7%, GPR55 beta-arrestin -0.1%, T cell modulator vesicle-bound % 45 and NTR1 ag cell count 20 µM 56.
For CCOc1ccc(Nc2ncnc3c2cnn3Cc2ccccc2)cc1 the results were GPR35 arrestin U2OS -2%, KOR beta-arrestin-1 -3%, GPR55 antagonists -20%, West Nile antiviral -0.1%, T cell modulator inactive, KOR beta-arrestin-2 9.9%, NTR1 ag 1.0, PhoP inhibition -3%, GPR55 beta-arrestin 0.0%, T cell modulator vesicle-bound % 29 and NTR1 ag cell count 20 µM 49.
Clc1ccc(-c2nnc3cccc(Cl)n23)c(Cl)c1 was read as GPR35 arrestin U2OS -19%, KOR beta-arrestin-1 -30%, GPR55 antagonists -12%, T cell modulator inactive, KOR beta-arrestin-2 4.0%, NTR1 ag -0.4, PhoP inhibition -1%, GPR55 beta-arrestin -0.1%, T cell modulator vesicle-bound % 23 and NTR1 ag cell count 20 µM 42.
Screening O=C(Cc1cn2ccsc2n1)Nc1nc2c(s1)CN(Cc1ccccc1)CC2 returned GPR35 arrestin U2OS -12%, KOR beta-arrestin-1 -13%, GPR55 antagonists 2%, West Nile antiviral 0.3%, T cell modulator inactive, KOR beta-arrestin-2 -6.3%, NTR1 ag 3.2, PhoP inhibition 7%, GPR55 beta-arrestin 0.3%, T cell modulator vesicle-bound % 17 and NTR1 ag cell count 20 µM 58.
O=C(O)c1ccc2c(=O)n(-c3ccc(F)c(Cl)c3)c(=S)[nH]c2c1 was read as GPR35 arrestin U2OS -2%, KOR beta-arrestin-1 26%, GPR55 antagonists 5%, West Nile antiviral 0.0%, T cell modulator inactive, KOR beta-arrestin-2 0.9%, NTR1 ag 0.1, PhoP inhibition -6%, GPR55 beta-arrestin 0.3%, T cell modulator vesicle-bound % 15 and NTR1 ag cell count 20 µM 67.
Screening CSc1ccc(CN(C)CC(=O)NC(C)c2ccccc2)cc1 (stereo unspecified) returned GPR35 arrestin U2OS 0%, KOR beta-arrestin-1 10%, GPR55 antagonists 1%, West Nile antiviral -0.1%, T cell modulator inactive, KOR beta-arrestin-2 -4.0%, NTR1 ag 0.4, PhoP inhibition 1%, GPR55 beta-arrestin 0.1%, T cell modulator vesicle-bound % 66 and NTR1 ag cell count 20 µM 50.
`COc1cccc2cc(C(C)N(CCCN3CCOCC3)C(=S)Nc3cccc(C)c3C)oc12` (stereo unspecified) gave GPR35 arrestin U2OS 1%, KOR beta-arrestin-1 2%, GPR55 antagonists 5%, West Nile antiviral -0.9%, T cell modulator inactive, KOR beta-arrestin-2 -2.8%, NTR1 ag 1.4, PhoP inhibition -1%, GPR55 beta-arrestin 0.2%, T cell modulator vesicle-bound % 52 and NTR1 ag cell count 20 µM 49.
`CCC(=O)Nc1nc(-c2ccccc2)nc(SC)c1C(C)=O` gave GPR35 arrestin U2OS 9%, KOR beta-arrestin-1 -3%, GPR55 antagonists 1%, West Nile antiviral -1.1%, T cell modulator inactive, KOR beta-arrestin-2 -2.1%, NTR1 ag 0.2, PhoP inhibition -3%, GPR55 beta-arrestin -0.8%, T cell modulator vesicle-bound % 33 and NTR1 ag cell count 20 µM 44.
`O=C(Nc1cccnc1)c1cnc2ccccc2n1` gave GPR35 arrestin U2OS 10%, KOR beta-arrestin-1 1%, GPR55 antagonists 0%, West Nile antiviral -0.1%, T cell modulator inactive, KOR beta-arrestin-2 -2.8%, NTR1 ag 0.1, PhoP inhibition -9%, GPR55 beta-arrestin 0.1%, T cell modulator vesicle-bound % 47 and NTR1 ag cell count 20 µM 60.
For O=C(CN1CCC(C(=O)c2cccc(Cl)c2)CC1)Nc1cccc(C(=O)O)c1 the results were GPR35 arrestin U2OS 2%, KOR beta-arrestin-1 -13%[20 µM], GPR55 antagonists 6%, West Nile antiviral 0.7%, T cell modulator inactive, NTR1 ag 0.0, PhoP inhibition -7%, GPR55 beta-arrestin -0.1%, T cell modulator vesicle-bound % 29 and NTR1 ag cell count 20 µM 91.
For O=C(CCS(=O)(=O)Cc1ccc(Cl)cc1)NCCc1ccccc1 the results were GPR35 arrestin U2OS -7%, KOR beta-arrestin-1 17%, GPR55 antagonists -4%, West Nile antiviral -0.3%, T cell modulator inactive, KOR beta-arrestin-2 5.5%, NTR1 ag 1.4, PhoP inhibition -14%, GPR55 beta-arrestin 0.1%, T cell modulator vesicle-bound % 12 and NTR1 ag cell count 20 µM 62.
Screening O=C(CN1CCN(S(=O)(=O)c2ccc(F)cc2)CC1)Nc1ccc2c(c1)OCCO2 returned GPR35 arrestin U2OS -8%, KOR beta-arrestin-1 -12%, GPR55 antagonists 10%, West Nile antiviral 0.1%, T cell modulator inactive, KOR beta-arrestin-2 7.1%, NTR1 ag 1.3, PhoP inhibition -3%, GPR55 beta-arrestin -0.1%, T cell modulator vesicle-bound % 43 and NTR1 ag cell count 20 µM 65.

The order is random; overall some 0.62% were active at least once.
